CDK5 p35 inh: blocks human CDK5/p35 kinase activity; Recombinant CDK5/p35, ADP-Glo luminescence, 60 min; inhibition, % at 10 µM; 0.01% of 330,000 active; AID 488839;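 active means highest replicate inhibition of at least 50% and at least 75% of replicates reaching 50%; inconclusive means only one of the two criteria met; inactive means both criteria failed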;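 further: plate controls were DMSO neutral control for no effect and GW8510 at 10 µM for full effect; many of its hits are not listed in these tables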
Target sequence (Q00535 whole entry, looked up): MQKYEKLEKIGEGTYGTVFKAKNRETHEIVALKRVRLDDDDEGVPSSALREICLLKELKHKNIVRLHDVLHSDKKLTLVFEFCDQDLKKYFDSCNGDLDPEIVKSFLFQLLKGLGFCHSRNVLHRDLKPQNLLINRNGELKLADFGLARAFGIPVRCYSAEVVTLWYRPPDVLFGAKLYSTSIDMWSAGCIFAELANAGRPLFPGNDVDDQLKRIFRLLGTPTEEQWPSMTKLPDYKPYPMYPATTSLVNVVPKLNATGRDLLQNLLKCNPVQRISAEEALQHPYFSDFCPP
Target sequence (Q15078 whole entry, looked up): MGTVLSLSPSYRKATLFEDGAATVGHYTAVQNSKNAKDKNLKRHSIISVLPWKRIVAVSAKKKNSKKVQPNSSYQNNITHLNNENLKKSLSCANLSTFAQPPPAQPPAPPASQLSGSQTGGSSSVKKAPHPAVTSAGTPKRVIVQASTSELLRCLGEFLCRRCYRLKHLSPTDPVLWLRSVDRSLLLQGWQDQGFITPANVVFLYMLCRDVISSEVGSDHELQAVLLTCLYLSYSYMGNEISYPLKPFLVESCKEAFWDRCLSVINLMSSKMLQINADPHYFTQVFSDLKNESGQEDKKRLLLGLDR
Tat transport: E. coli Tat transport inhibition | inhibition, % at 10 µM | AID 488895 | E. coli MC4100 TorA-mCherry Tat export, fluorescence | 0.036% of 340,000 active;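 active means mean replicate inhibition at least 50% and at least half of replicates individually reaching 50%; inconclusive means only one of the two criteria met; inactive means neither criterion met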;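 further: exported cargo escapes ClpAP degradation while cytoplasmic cargo is degraded and loses fluorescence; 0% = median of neutral control wells and 100% = median of NaSCN control wells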
HTR5A inv ag: counter-screen for OPRM1-OPRD1 inverse agonists: human HTR5A inverse agonism; P47898; HTR5A cell line, luminescence; inhibition, % at 9.3 µM; 0.083% of 340,000 active; AID 504634; in the data active means inhibition mostly above about 23%, no sharp cut-off; inactive means mostly below about 18%;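 further: 0% = cells with DMSO and 100% = no-cell wells with DMSO; some compounds called inactive have numbers as strong as hits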
Target sequence (P47898 whole entry, looked up): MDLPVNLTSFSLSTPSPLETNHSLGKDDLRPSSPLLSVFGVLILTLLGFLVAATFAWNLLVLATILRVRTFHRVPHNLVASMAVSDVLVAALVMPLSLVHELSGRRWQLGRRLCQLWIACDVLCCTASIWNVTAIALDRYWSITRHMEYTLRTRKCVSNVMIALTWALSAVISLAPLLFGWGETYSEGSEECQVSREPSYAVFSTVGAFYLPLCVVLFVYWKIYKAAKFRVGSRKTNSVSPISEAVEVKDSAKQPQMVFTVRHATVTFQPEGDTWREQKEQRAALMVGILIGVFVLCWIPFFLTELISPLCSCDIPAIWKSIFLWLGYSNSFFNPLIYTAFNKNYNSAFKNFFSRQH
PKA-R2B act: activators of human PKA-R2B complex; P22694+P31323; PKA-R2B holoenzyme dissociation, Cy5-IP20 fluorescence polarization; R2B truncated from residue 108, S112A mutant; 0% DMSO only, 100% 113 µM cGMP; activation, % at 11.4 µM; 0.079% of 340,000 active; AID 504700;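 active means activation above a cutoff set at the mean over all compounds plus 3 SD, cut at about 18% in these data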;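 further: higher means more holoenzyme dissociation and a rise in polarization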
phage Ecoli inh: E. coli growth loss with phage present. growth absorbance. inhibition, % at 11.9 µM. 0.26% of 360,000 active. AID 651602; in the data active means inhibition above about 11%
HTR5A ag ctr: HTR5A agonism, opioid heterodimer counter-screen; P47898; HTR5A agonist assay, luminescence, cell-based; activation, % at 9.3 µM; 0.61% of 340,000 active; AID 504692; in the data active means activation mostly above about 9.5%, no sharp cut-off; inactive means mostly below about 7.6%;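 further: 0% = cells with vehicle only and 100% = reference agonist; strong numbers were not always called active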
AddAB inh: less growth of phage-infected E. coli with AddAB; E. coli expressing H. pylori AddAB, absorbance growth; inhibition, % at 11.9 µM; 0.29% of 330,000 active; in the data active means inhibition above about 12%;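 further: 0% = vehicle wells of infected cells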
SUMO Mot1 rescue: blocks SUMOylation pathway, rescuing yeast Mot1-301 growth; AID 2716; S. cerevisiae Mot1-301 growth rescue, ATP luminescence, 38.5C; percent above DMSO median, 100 means doubled; growth rescue, % at 18.8 µM; 1% of 320,000 active;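 active means every valid replicate shows activation above 250% relative to neutral control wells; inactive means the rest, any valid replicate at or below 250%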;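 further: OY570 slx delta 5 strain wells were the positive control but not used for scaling; some compounds called inactive have numbers as strong as hits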
PKA-R1A act: PKA-R1A complex activation; P00514+P68181; PKA-R1A dissociation, Cy5-IP20 fluorescence polarization; scaled: DMSO 0%, 113 µM cGMP 100%; activation, % at 11.4 µM; 0.083% of 340,000 active;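 active means percent activation above the mean of all tested compounds plus 3 SD, cut at about 19% in these data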;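 further: higher means more PKAc released from R1A so a rise in polarization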
E coli growth: counter-screen for AddAB inhibitors: E. coli growth inhibition | E. coli V3065 growth, OD600 absorbance, 18 h | inhibition, % at 11.9 µM | 0.27% of 330,000 active;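 active means inhibition above the campaign's mean inhibition across all tested compounds plus 3 SD, cut at about 9.9% in these data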;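 further: uninfected addAB+ strain grown without phage in ampicillin broth; 0% = DMSO wells and 100% = ciprofloxacin 0.95 µg/ml wells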
DAGLB inhibitor: diacylglycerol lipase beta (human) inhibition; HEK293T DAGLB membrane lysate, EnzChek fluorogenic substrate; inhibition, % at 5.17 µM; 0.059% of 340,000 active; Q8NCG7; in the data active means inhibition above about 34%;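 further: 0% = enzyme with vehicle and 100% = wells lacking enzyme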
Active calls of the source: *; i = inactive; ? = inconclusive; / = no result given. Not all compounds are listed; count on the stated rates, not on these rows.

Molecule	CDK5 p35 inh	Tat transport	HTR5A inv ag	PKA-R2B act	phage Ecoli inh	HTR5A ag ctr	AddAB inh	SUMO Mot1 rescue	PKA-R1A act	E coli growth	DAGLB inhibitor
COc1cc2nc(CN3CC=C(c4ccccc4)CC3)[nH]c(=O)c2cc1OC	0.2	8	-6	13	2.3	2	-0.3	-9	8	2.1	-3
CC1(C)CN2C(c3ccc(Cl)cc3)N2C1 (centres undefined)	-0.3	-2	27	-3	1.5	-1	1.3	-13	6	0.1	4
COc1cccc(C2CCN(CC(=O)Nc3cc(Cl)ccc3OC)CC2O)c1 (centres undefined)	1.7	5	1	0	1.7	0	0.6	-10	-6	1.1	-3
O=C(c1ccc2nc(-c3ccco3)c(-c3ccco3)nc2c1)N1CCC2(CC1)OCCO2	0.4	-2	-8	0	/	1	-0.2	-10	-8	0.7	0
c1ccc2c(c1)CSc1ccccc1C2C1=NCCN1 (centres undefined)	0.6	8	-27	-17	1.0	10	1.1	20	10	-2.2	-6
COc1ccc(C(=O)OC2C[C@H]3CC[C@@H](C2)N3O)cc1OC (some centres undefined)	-0.6	4	-10	-4	0.7	3	-0.5	34	2	1.2	-3
O=C(O)CSC(=S)N1CC2CC(C1)c1cccc(=O)n1C2 (centres undefined)	0.9	-3	-20	2	3.3	5	0.0	/	2	-0.1	-1
O=C(c1cc(-c2ccc(Cl)cc2)n(-c2ccc(Cl)cc2Cl)n1)N1CCOCC1	-2.9	6	9	6	0.8	-4	-0.2	/	-5	1.5	-2
COc1cc2occc2c2oc(=O)ccc12	-1.8	1	-24	1	1.1	10	3.6	3	-7	1.5	1
CN(C)CCCN=Cc1c(O)n(CCc2ccccc2)c(=O)[nH]c1=O	-3.4	3	-12	1	2.3	4	4.1	2	6	1.3	-1
N[C@@H](Cc1ccc(N(CCCl)CCCl)cc1)C(=O)O	-4.9	20	1	3	3.6	0	-4.0	-9	0	-2.2	4
Cc1ccc(C)c(Cn2c(C(=O)O)c(C=O)c3ccccc32)c1	-1.5	-5	14	-9	1.3	-6	4.5	7	0	1.3	-7
CN1CC(C(=O)c2ccc([N+](=O)[O-])cc2)C(c2ccc(Cl)cc2)C1 (centres undefined)	1.8	-2	-26	2	3.6	7	-0.9	231	-1	-2.6	2
CCN(CC)C(=O)c1ccc(NC(=O)c2cc(-n3cnnc3)ccc2Cl)cc1	0.1	1	-11	-12	2.9	-4	-0.3	-22	-5	-0.1	-1
CCC1(c2ccccc2)C(=O)NC(=O)NC1=O	-0.4	-4	-10	8	2.1	4	-2.2	/	8	1.3	-1
CCCC[N+]12CCC(CC1)C(C(=O)c1cccs1)C2 (centres undefined)	-0.6	3	11	0	0.6	-4	3.0	-8	-10	2.2	-1
O=C1NC(=O)C(CCc2ccccn2)(Cc2ccc3c(c2)OCO3)C(=O)N1CCc1ccccc1 (centres undefined)	0.7	11	11	5	0.6	2	-0.3	-15	-12	-0.5	1
C[C@H](NC(=O)CCC(=O)N1C[C@H]2C[C@H](C1)c1cccc(=O)n1C2)c1ccccc1	2.2	5	4	-4	3.4	7	3.2	-8	-1	0.0	-1
Cc1ccccc1[N+](=O)[O-]	2.6	6	5	-5	1.7	-1	-0.2	-5	8	-3.5	-1
CC(=O)NC1CC2CCCC(C1)N2 (centres undefined)	-0.4	-6	1	14	2.9	2	0.9	14	11	1.1	-2
CCCCOP(=O)(OCCCC)/C(C#N)=C(/C)O	1.1	?	-27	-9	0.2	4	-0.4	-4	-6	4.4	3
Cc1ccc(C)c(NC(=S)NCCc2cnc[nH]2)c1	-0.2	-1	9	-5	0.5	0	2.7	-10	-10	0.2	-2
CC1(C)CN(S(=O)(=O)OCC(Cl)(Cl)Cl)C(=O)N1	1.4	-4	-26	-2	2.6	2	2.8	-2	3	0.8	-2
COc1cc(C(=O)NC(=S)N2C[C@H]3C[C@H](C2)c2cccc(=O)n2C3)cc(OC)c1OC	-1.2	-7	-16	-4	2.5	6	4.9	-6	5	2.8	-3
Cc1cccc(-n2c(/C=C/c3ccccn3)nc3ccccc3c2=O)c1	-0.7	-1	11	-7	-0.3	-3	2.5	-6	-3	-0.9	-3
CN1CCCN(C(=O)COc2ccc(Br)cc2)CC1	-0.1	-6	15	-13	-0.2	2	1.1	-5	-2	0.7	-1
COC(=O)C1=C(c2ccc(C(C)=O)cc2)C[C@@H]2CC[C@H]1N2C(=O)NC(C)C	0.9	-18	6	-4	-0.2	-3	-1.3	1	3	-2.0	0
COC1=C[C@@H]2C3=C([C@@H]2C1=O)[C@@H](NC(C)=O)CCc1cc(OC)c(OC)c(OC)c13	2.4	4	0	4	3.0	7	-2.5	150	-3	-0.1	5
CC(CC(C#N)(c1ccccc1)c1ccccc1)N1CCCCC1 (centres undefined)	1.6	-2	6	-2	2.4	-1	/	/	6	/	-2
CCOC(=O)C1(CCCc2ccccc2)CCN(C2CCC2)CC1	0.5	4	19	8	3.4	0	1.3	-12	-1	-0.6	-2
CCn1ccnc1CN1CCCC(C(=O)c2ccc(OC)cc2OC)C1 (centres undefined)	-1.1	6	13	-15	3.2	5	-1.0	32	16	0.3	1
CCOC(=O)[C@]12Cc3ccccc3[C@H]1N(Cc1ccccc1)C(=O)c1ccccc12	1.3	3	13	-5	2.1	0	/	/	-4	/	-5
Cc1nc2ccccc2c(=O)n1-n1cnnc1	1.1	-4	-22	3	-2.2	8	0.4	-7	-2	-5.7	-3
COC(=O)C[C@]1(C(=O)OC)CN(C#N)N(c2ccc(Cl)cc2)C12c1ccccc1-c1ccccc12	0.6	2	0	-12	0.3	1	-0.1	412*	-4	-0.4	21
C[C@]12CCC(=O)C=C1CCC1C2CC[C@@]2(C)C1CC[C@@H]2O (some centres undefined)	-0.8	-2	2	5	3.2	0	-0.9	16	1	1.0	-2
COc1ccc(O)c2c(=O)c3c(OC)cc4c(c3oc12)C1C=COC1O4 (centres undefined)	0.9	2	-1	0	2.5	11	5.2	-14	11	2.7	-1
O=C(Nc1ccccc1)Oc1ccccc1	-0.9	5	18	-10	1.7	-4	1.8	-25	-18	2.5	-1
CN1C(=O)C(=Cc2ccc(Sc3ccccc3)o2)C(=O)N(C)C1=O	0.5	1	-31	2	4.4	-3	2.0	-23	2	0.2	7
Cc1cc(C=C2C(=O)N(C)C(=S)N(C)C2=O)c(C)n1C1CCCCC1	1.2	-2	-18	1	-1.4	-7	3.9	-5	4	-1.4	1
CCC1CN1P(=O)(c1ccccc1)N1CC1CC (centres undefined)	-0.2	3	4	-10	3.8	-1	/	/	5	/	3
CCCCn1c(=O)c(C(=O)Nc2ccccn2)c(O)c2ccccc21	0.4	1	-24	1	2.0	8	-0.8	9	-8	0.8	-1
COc1ccccc1-n1c(O)c(/C=C2\C=Nc3ccccc32)c(=O)[nH]c1=O	-0.7	-5	12	4	-0.2	-3	5.8	562*	-13	1.2	1
CCCCCCn1c(=O)c(C(=O)Nc2c(C)n(C)n(-c3ccccc3)c2=O)c(O)c2ccccc21	0.2	-1	-20	5	0.9	7	-0.5	4	0	2.8	1
NNCc1cccc(O)c1	0.0	-2	6	3	5.3	-2	1.3	10	-13	1.7	-2
Cc1oc(-c2ccc(F)cc2F)nc1CN1C[C@@H]2C[C@@H](C1)c1cccc(=O)n1C2	1.6	0	-7	-5	3.3	4	1.6	-11	-1	-0.6	-4
CN(C)CC1CCCCC1OC(=O)c1ccc(Cl)c(Cl)c1 (centres undefined)	-3.3	-3	0	-2	4.8	5	2.8	8	-4	-1.2	0
O=C1NC(=S)N(C2CC2)C(=O)/C1=C/c1ccc2c(c1)CCN2CCCCl	-1.5	-8	5	-1	2.8	-2	-0.8	0	-10	-0.3	4
CCC1C(C#N)=C(N)Oc2c1c(=O)oc1ccccc21 (centres undefined)	1.9	6	-11	-1	0.6	3	-1.0	0	1	-1.4	-4
COc1ccc(CCC(=O)NCCc2cnc[nH]2)cc1	1.3	6	2	0	2.2	-1	1.0	-10	5	-0.6	-1
Clc1ccc2c(N3CCNCC3)ccnc2c1	-0.3	-6	-15	-6	2.5	-1	3.0	/	-12	0.6	0
O=C1NC(=O)C(Nc2ccccc2)C(=O)N1	1.1	-5	3	-4	1.9	-1	/	/	-1	/	-8
CC(Cc1ccccc1)[n+]1cc(/N=C(\[O-])N(C)C)on1 (centres undefined)	-0.3	3	-33	1	1.8	-4	0.6	-15	-4	-0.9	0
CCn1c(=O)cc(OCC(=O)N2CCC3(CC2)OCCO3)c2ccccc21	0.3	2	-8	-3	2.1	3	0.2	212	0	1.7	0
Cc1ccnc(-n2c(C)cc(/C=C3\C(=O)NC(=S)N(C)C3=O)c2C)c1	1.3	0	-5	-2	3.6	1	2.7	-4	-6	0.4	2
COC(=O)C1=C(c2c(C)noc2C)C[C@@H]2CC[C@H]1N2C(=O)NC1CC1	-0.1	-3	-6	2	0.9	-3	3.3	-5	-2	-2.1	-2
Cc1cc(Cl)ccc1OC(C)C(=O)O (centres undefined)	-0.2	2	8	-6	3.3	-2	-0.3	122	-15	-0.3	2
CN1C(=O)N(C)C(=O)C2(Sc3ccccc3C2=O)C1=O	-6.4	-3	14	-13	0.2	-4	0.8	-9	-1	0.2	0
COc1ccc(C(=O)N2Cc3cnnn3-c3ccccc3C2C#N)cc1 (centres undefined)	0.5	-10	-1	-6	2.2	0	/	/	-6	/	-1
CN[C@@H](C)[C@@H](O)c1ccccc1	0.0	-3	7	6	1.2	-2	-3.8	-21	-2	-0.6	1
Cc1ccc(C2(O)CCN3CCCCC32)cc1 (centres undefined)	-2.5	-9	-38	-2	1.3	7	2.1	/	11	-0.2	-2

(next part)
Molecule	CDK5 p35 inh	Tat transport	HTR5A inv ag	PKA-R2B act	phage Ecoli inh	HTR5A ag ctr	AddAB inh	SUMO Mot1 rescue	PKA-R1A act	E coli growth	DAGLB inhibitor
C[N+]1(C)CCOC(O)(c2ccc(-c3ccc(C4(O)C[N+](C)(C)CCO4)cc3)cc2)C1 (centres undefined)	-0.6	9	-16	-1	2.9	2	-3.5	i	6	-0.6	4
Cc1ccc(-n2c(O)c(/C=N/c3ncc(Br)cc3Br)c(=O)[nH]c2=O)cc1	-1.5	-6	-27	-11	-0.5	8	0.2	/	-1	0.6	-1
CCOc1cc(C(=O)N2CCC3(CC2)OCCO3)cc(OCC)c1OCC	-0.3	7	11	-9	/	-1	0.8	-25	4	-0.7	-4
CN1CCC2(O)OCCCC2C1 (centres undefined)	0.4	3	-12	1	5.3	3	-0.1	-14	-2	-0.3	-1

Screening data as filed in PubChem.
